Source: PubChem BioAssay (National Center for Advancing Translational Sciences (NCATS))
EPAC1 ag = activates human EPAC1 exchange factor; AID 720707; Potency, µM (series often up to 154 µM), without a hit: at the top dose activation, actives largely listed as activators; EPAC1 agonist qHTS, biochemical assay; response scale: 100% = response to 6.5 mM cAMP; hit rate 0.073% among 360,000; also: potency is read from the fitted curve at half-maximal effect; nearly all actives have a fitted effect of over 60% in size
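Normalized to 6.5 mM cAMP, activity reflects EPAC1-catalysed release of BODIPY-GDP from Rap1B, followed kinetically over 30 min at 480 nm excitation, 540 nm emission. Reaction contained 100 nM EPAC1, 250 nM Rap1B-BODIPY-GDP, 50 uM GDP.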
IL2 activator = activators of IL-2; IL-2 activation reporter assay, cell-based qHTS; stimulated with anti-CD3/CD4/CD28 beads; in transgenic mouse T cells; hit rate 0.065% among 360,000; activation, % (series mostly up to about 46 µM); in the data active = activation above about 50%; inconclusive = mostly about 30% to 49%; also: 0% is about no effect
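First, unstimulated transgenic mouse T cells were exposed to compound for 60 min. Next, anti-CD3/anti-CD4-coated beads with anti-CD28 were added. Finally, after 18 h at 37 degrees C, EGFP and DsRed were imaged.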
EPAC1 antag = blocks human EPAC1 exchange factor | EPAC1 GEF assay, Rap1b-BODIPY-GDP exchange fluorescence | Potency, µM (top dose mostly 115 µM), without a hit: top-dose activity change, negative = inhibition, hits mostly inhibitors | hit rate 0.14% among 360,000;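 also: potency is read from the fitted curve at half-maximal effect; plate controls were vehicle for no effect and positive control for full effect; nearly all actives have a fitted effect of over 50% in size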
WRN inhibitor = inhibitors of human WRN helicase | Q14191 | WRN helicase unwinding, fluorescent forked duplex, kinetic | Potency, µM (highest dose often 114 µM), for the others: at the top dose activity change, negative = inhibition, most hits filed as inhibitors | hit rate 0.46% among 360,000 | AID 651768; also: potency is read from the fitted curve at half-maximal effect; % is scaled to controls: 0 for no effect and ±100 for the full control effect; nearly all actives have a fitted effect of over 55% in size
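WRN at 20 nM final preincubated with compound 15 min at room temperature; reaction started with 100 nM fluorophore/quencher forked duplex oligonucleotide and 2 mM ATP final. Unwinding followed kinetically by red fluorescence (ex 525, em 598 nm).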
PLK1 PBD block = inhibitors of human PLK1 polo-box domain binding. Potency, µM, for the others: max response, negative = inhibition, actives largely listed as inhibitors. P53350. hit rate 2.8% among 360,000. Plk1 PBD binding of FITC phosphopeptide, fluorescence polarization; also: potency is read from the fitted curve at half-maximal effect; series mostly up to about 57 µM; % is scaled to controls: 0 for no effect and ±100 for the full control effect; nearly all actives have a fitted effect of over 65% in size
Target sequence (P53350 whole entry, looked up, the tested form may be a part): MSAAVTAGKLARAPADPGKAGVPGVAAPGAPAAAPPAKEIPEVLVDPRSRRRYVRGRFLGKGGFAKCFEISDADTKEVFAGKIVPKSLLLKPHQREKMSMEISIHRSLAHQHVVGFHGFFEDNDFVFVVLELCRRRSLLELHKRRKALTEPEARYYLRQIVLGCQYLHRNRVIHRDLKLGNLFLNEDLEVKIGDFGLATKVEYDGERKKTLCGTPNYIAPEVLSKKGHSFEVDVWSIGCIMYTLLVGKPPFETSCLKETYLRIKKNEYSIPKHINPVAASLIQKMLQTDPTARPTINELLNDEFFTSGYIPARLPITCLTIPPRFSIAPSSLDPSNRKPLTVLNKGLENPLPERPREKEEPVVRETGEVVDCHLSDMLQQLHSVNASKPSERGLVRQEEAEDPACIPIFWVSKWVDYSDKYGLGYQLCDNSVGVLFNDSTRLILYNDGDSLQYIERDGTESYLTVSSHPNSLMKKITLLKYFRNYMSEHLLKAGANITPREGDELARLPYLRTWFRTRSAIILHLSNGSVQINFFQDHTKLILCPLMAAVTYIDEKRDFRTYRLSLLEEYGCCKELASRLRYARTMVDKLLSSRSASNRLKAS
EPAC2 ag = activates human EPAC2 exchange factor | Potency, µM (top dose mostly 154 µM), without a hit: top-dose activation, hits mostly activators | hit rate 0.079% among 360,000 | AID 720711 | EPAC2 activation, biochemical qHTS; response scale: 100% = 6.5 mM cAMP response | Q8WZA2; also: potency is read from the fitted curve at half-maximal effect; nearly all actives have a fitted effect of over 50% in size
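Compounds were titrated in qHTS against a Rap1B-BODIPY-GDP (250 nM) complex with EPAC2 (100 nM) and GDP (50 uM). BODIPY-GDP release tracked at 480/540 nm over 30 min at room temperature, normalized to 6.5 mM cAMP.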
PI5P4K alpha inh = inhibitors of human PI5P4K alpha; hit rate 1.2% among 330,000; PI5P4Kalpha enzyme, ADP-Glo luminescence, 60 min; active compounds read low; max response, %; AID 652105; P48426; active = max response of -50% or lower; inconclusive = between -30% and -50%; inactive = -30% or higher; also: value at the top dose of about 77 µM; % is scaled to controls: 0 for no effect and ±100 for the full control effect
Target sequence (P48426 whole entry, looked up): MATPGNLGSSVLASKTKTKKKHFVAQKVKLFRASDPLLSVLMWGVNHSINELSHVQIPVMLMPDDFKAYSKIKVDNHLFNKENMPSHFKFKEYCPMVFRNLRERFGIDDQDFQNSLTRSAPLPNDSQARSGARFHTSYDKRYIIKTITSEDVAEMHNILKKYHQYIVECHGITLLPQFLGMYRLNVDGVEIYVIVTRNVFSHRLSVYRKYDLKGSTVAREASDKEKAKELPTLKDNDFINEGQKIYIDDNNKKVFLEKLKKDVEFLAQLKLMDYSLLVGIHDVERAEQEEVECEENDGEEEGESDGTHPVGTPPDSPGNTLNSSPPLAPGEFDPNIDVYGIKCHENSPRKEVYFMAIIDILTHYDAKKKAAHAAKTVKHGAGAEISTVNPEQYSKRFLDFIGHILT
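Quantitative HTS of the MLSMR library against PI5P4Kalpha with substrate. ATP added last at 5 microM final; room temperature, 60 minutes. Remaining ATP depleted, ADP converted and read as luminescence.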
CCT chaperon mod = changes cytosolic chaperonin activity | purified chaperonin ATPase assay, HTRF ADP detection, 30 min | activity change, % (no concentration beside the values), hits read low | hit rate 0.3% among 360,000; in the data active = activity change below about -30%; also: % is scaled to controls: 0 for no effect and ±100 for the full control effect
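We incubate TRiC, 40 or 20 nM final, with library compounds at 76 uM and 10 uM ATP for 30 min at 37 °C. ADP formed is detected with Transcreener HTRF reagents after 30 min at room temperature.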
The depositor's hits bear a star; ? = inconclusive; nt = no result given; [ ] = another dose, or the depositor's remark. Unless noted, calls follow the shape of the dose curve; as a rule, active = well fitted curve in the direction sought with a large enough effect; inconclusive = small, poorly fitted or top-dose-only effect, or another doubt; inactive = no such curve, though single readings can be large; an effect the other way counts as inactive or inconclusive. Not all compounds are listed. The share of hits here may be higher or lower than overall.

Sequence of screens: EPAC1 ag	IL2 activator	EPAC1 antag	WRN inhibitor	PLK1 PBD block	EPAC2 ag	PI5P4K alpha inh	CCT chaperon mod
> COc1cccc2c(=O)cc(C)n(CC(=O)Nc3ccc(C)c(C)c3)c12
  -1%	-0.5	-8%	-11%	0%	1%	4	-4.9
> Cc1nc2sccc2c(=O)n1-c1cccc(Cl)c1
  6%	-0.1	2%	-4%	-1%	5%	2	-0.2
> CCC(c1nnnn1C(C)(C)C)N(Cc1ccco1)Cc1cc2cccc(C)c2[nH]c1=O (stereo not given)
  0%	-1.0	-5%	-13%	4%	7%	0	-0.6
> CCCN(CCC)Cc1c(C(=O)N/N=C/c2ccco2)nnn1-c1nonc1N
  -4%	-1.9	5%	-3%	-2%	-6%	2	-1.5
> Cc1cc(NC(=O)COc2ccccc2C#N)no1
  13%	0.4	-1%	6%	-3%	12%	-1	-0.7
> Cc1cccc2c(=O)cc(C(F)(F)F)[nH]c12
  5%	-0.5	19%	0%	-4%	6%	-7	0.5
> COC(=O)C(COC(=O)c1c(F)cccc1F)NC(=O)c1c(F)cccc1F (stereo not given)
  3%	2.8	6%	-5%	1%	-1%	-2	1.7
> O=c1oc2ccccc2c(N2CCCC2)c1CN1CCCC1
  -1%	0.7	3%	-4%	0%	5%	nt	0.6
> CCOC(=O)C(C)Sc1nnc(-c2ccccc2O)n1-c1ccc(C)cc1 (stereo not given)
  0%	-2.5	-13%	-4%	-1%	5%	0	1.6
> O=C(NNS(=O)(=O)c1cc(Cl)c(Cl)cc1Cl)c1cccnc1
  -4%	-0.4	24%	-5%	?	0%	0	0.4
> COc1cc(OC)c(OC)cc1/C=C1/C(=O)N=C(N)N1C
  -2%	7.3	-16%	8%	21µM*	-4%	-28	1.2
> O=C(O)CN1C(=O)SC(Nc2ccccc2C(=O)O)C1=O (stereo not given)
  0%	1.2	-6%	-1%	-16%	3%	-1	-2.5
> COc1ccc(/C=C(/NC(=O)c2ccccc2)C(=O)NCc2ccncc2)cc1
  6%	-1.4	-22%	-9%	-13%	-1%	-2	1.4
> O=C(COc1ccc(Br)cc1)NCCCNC(=O)c1cccnc1
  -5%	-1.7	-7%	6%	-12%	9%	-9	-5.5
> CC(C)[C@H](NC(=O)[C@H](Cc1ccccc1)n1c(=O)[nH]c2ccccc2c1=O)C(=O)N1CCC[C@H]1C(=O)O
  -10%	0.8	0%	-9%	-6%	3%	-1	0.1
> CCc1ccc(NC(=O)c2cc(-c3ccc(OC)cc3)on2)cc1
  4%	0.3	-4%	-1%	-6%	4%	nt	-2.4
> COc1ccc(C(C(=O)Nc2ccc3c(c2)OCO3)N(C)C(=O)Cc2c[nH]c3ccccc23)cc1 (stereo not given)
  18%	-3.5	?	-10%	1%	29%	14	-2.3
> COc1cc(C(=O)NCc2nnc(SCC(=O)N3CCc4ccccc43)o2)cc(OC)c1OC
  -3%	-4.0	8%	-10%	-4%	-9%	-2	0.7
> Cc1ccc(N(CC(O)CN2C(=O)NC(C)(C)C2=O)S(=O)(=O)c2ccc(C)cc2)cc1 (stereo not given)
  -14%	-0.9	-25%	5%	-9%	7%	0	-2.4
> O=C(NCC1CCCO1)C(c1ccc(N2CCOCC2)cc1)N(C(=O)Cn1nnc2ccccc21)c1ccccc1F (stereo not given)
  6%	-0.9	-19%	2%	-25%	18%	1	-3.6

Sequence of screens: EPAC1 ag	IL2 activator	EPAC1 antag	WRN inhibitor	PLK1 PBD block	EPAC2 ag	PI5P4K alpha inh	CCT chaperon mod
> COc1cc(NC(=O)C2=C(N3CCOCC3)/C(=C/c3ccc(Cl)cc3)CC2)cc(OC)c1OC
  -3%	-0.7	-28%	-4%	-3%	7%	0	-0.9
> O=C(COc1ccccc1Cl)NNC(=O)c1cc(S(=O)(=O)N2CCOCC2)ccc1N1CCCC1
  5%	-3.3	-14%	-15%	-2%	1%	3	0.9
> Cc1ccc(O)c(C2=NOC(O)(C(F)(F)F)C2)c1 (stereo not given)
  -1%	-0.1	-18%	-1%	-5%	-14%	-1	-1.0
> COCCCOc1cc(NCc2ccccc2)c2ncn(C(C)C)c2c1
  -19%	-0.6	-8%	-3%	-5%	7%	9	-0.8
> O=C1CSC(c2ccccc2[N+](=O)[O-])N1c1ccc(O)cc1 (stereo not given)
  1%	1.0	-14%	-1%	-14%	-4%	-3	0.0
> CCOc1ccc(C)cc1-n1nc2ccccc2n1
  8%	-0.6	0%	4%	-4%	-2%	0	-1.0
> CC1CCN(C(=O)COC(=O)c2ccc3c(c2)C(=O)N(Cc2ccco2)C3=O)CC1
  -1%	0.4	-8%	-5%	4%	2%	10	-2.1
> COc1ccc([C@H]2CC(=O)C=C(c3ccccc3-c3ccccc3)C2)cc1
  -16%	-1.4	8%	-4%	-1%	7%	11	0.0
> Cc1nc(C(=O)O)nn1-c1ccc([N+](=O)[O-])cc1
  5%	1.9	-4%	-3%[57.1 µM]	4%	-7%	-3	0.9
> CC(=O)c1ccc(NC(=O)C(C)Sc2nnc(-c3ccncc3)n2C2CC2)cc1 (stereo not given)
  8%	0.4	-17%	-15%	2%	-3%	5	0.0
> CC(C)CCNC(=O)C1CCC(=O)N1C(C)C (stereo not given)
  -11%	-2.1	14%	0%	-6%	6%	nt	-2.5
> Cc1noc(C)c1C(=O)N1CCN(S(=O)(=O)c2cccc(Cl)c2Cl)CC1
  11%	1.6	18%	-2%	-9%	9%	5	-2.1
> CNC(=O)CSc1nnc(-c2ccco2)n1-c1cccc(C)c1
  2%	-0.2	11%	5%	0%	12%	-9	1.5
> CC(=O)N1CCN(c2ccc(NC(=O)c3ccccc3Br)cc2Cl)CC1
  8%	0.4	9%	-18%	-5%	4%	-9	2.6
> Cn1c2c(c(=O)n(C)c1=O)CN(CC1CCCO1)CN2 (stereo not given)
  -3%	-1.2	7%	6%	-1%	-10%	0	1.9
> Cc1ccc(NC(=O)CN(C)C(=O)Cn2cc(C(F)(F)F)ccc2=O)cc1
  -11%	-0.1	-1%	-3%	7%	1%	-3	-1.2
> CC(=O)N1Cc2ccccc2CC1C(=O)OCC(=O)c1c(N)n(C)c(=O)n(C)c1=O (stereo not given)
  -7%	0.6	-13%	-8%	-8%	6%	0	-1.3
> C/C(=N\NC(=O)c1[nH]c2c([N+](=O)[O-])cc(C)cc2c1-c1ccccc1)c1cccnc1
  -1%	-0.4	-6%	-29%[57.1 µM]	-1%	-88%[inhibitor][15.6 µM]	8	1.2
> Cn1c(N)c(C(=O)COC(=O)c2cccc(S(=O)(=O)N3CCOCC3)c2)c(=O)n(C)c1=O
  -3%	-4.2	2%	-1%	0%	3%	3	-1.7
> O=C(O)CCCCCNC(=O)CCn1cnc2ccccc2c1=O
  0%	3.0	5%	2%	0%	1%	-2	-1.6

Sequence of screens: EPAC1 ag	IL2 activator	EPAC1 antag	WRN inhibitor	PLK1 PBD block	EPAC2 ag	PI5P4K alpha inh	CCT chaperon mod
> Cc1ccccc1NC(=S)NCc1ccc(Cl)cc1
  5%	2.9	6%	-1%	1%	0%	-3	-0.3
> COC(=O)c1ccc(N/C(C)=C/C(=O)c2ccc(C)o2)cc1
  4%	1.0	-10%	0%	-2%	-11%	-3	0.9
> CCSc1nnc(-c2ccc(S(=O)(=O)N3CCCC3)cc2)n1C
  1%	-1.5	2%	-2%[57.1 µM]	2%	-12%	nt	3.9
> C#CCOCCOCCOCCNc1nc(N2CCN(C(=O)Cn3cc(CCO)nn3)CC2)nc(N2CCN(C(=O)[C@H](CCCCN)n3cc(CC(C)O)nn3)CC2)n1 (stereo not given in full)
  11%	0.3	-5%	3%	-3%	8%	5	2.2
> Cn1cnnc1SCC(=O)Nc1cc(C(F)(F)F)ccc1N1CCOCC1
  -9%	-0.5	-2%	0%[57.1 µM]	-4%	2%	1	-1.5
> O=C(CSc1ncnc2sc3c(c12)CCCC3)c1ccco1
  11%	-2.6	-27%	-13%[57.1 µM]	-14%	22%	?	0.9
> O=C(Cc1c[nH]c2ccccc12)NCc1cccs1
  -11%	-0.2	-26%	-1%	-6%	3%	5	-0.4
> COc1ccc2c(c1)C(C)=CC(C)(C)N2C(=O)CSc1nnc(-c2ccc(C)cc2)o1
  10%	-2.7	9%	-8%	-1%	10%	nt	-4.2
> COC(=O)CNC(=O)CNC(=O)Nc1ccccc1
  -4%	-0.4	0%	12%	-1%	-3%	nt	-4.1
> O=C(NCc1csc2ccccc12)Nc1cc(Cl)cc(Cl)c1
  -1%	1.2	-3%	-26%	1%	3%	2	1.1
> CCOC(=O)[C@@H]1[C@H]2COc3cc(OC)ccc3[C@@H]2N2C(=O)N(c3cccc(F)c3)C(=O)[C@@]12C
  0%	-1.7	11%	-11%	-7%	6%	3	1.9
> CC1(C)CC(=O)C(C(O)c2ccc([N+](=O)[O-])cc2)C(C)(C)N1 (stereo not given)
  4%	-0.6	1%	-7%	-5%	4%	-3	-1.0
> Cc1cc(C)c(C)c(S(=O)(=O)NCC(=O)NCc2ccco2)c1C
  -2%	-0.6	-1%	5%	0%	7%	-4	-2.4
> COc1ccccc1OCCOCCOc1ccccc1Cl
  10%	1.3	-8%	-18%[57.1 µM]	-2%	-3%	10	-1.2
